Bioassay records from PubChem.
S-ASM inh – human S-ASM enzyme inhibition | hit rate 0.006% among 340,000 | AID 504937 | Potency, µM (titrated, usually from 57.5 µM), without a hit: at the highest dose activity change, negative = inhibition, actives largely listed as inhibitors | placental ASM, HMU-PC fluorogenic substrate, 60 min | P17405; active = well fitted inhibition curve with a large enough effect; note: potency is the fitted concentration of half-maximal effect
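Fluorescence read-out (Ex 386 nm, Em 447 nm) after stopping the reaction at pH 10. Enzyme: ASM from human placenta; substrate HMU-PC0, 9 uM final; 60 min, 37 °C. Compound preincubation 10 min, ambient temperature.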
KCNH2 WT inh – blocks the wildtype human KCNH2 potassium channel | activity change, % at 1.84 µM | U2OS, BacMam KCNH2, thallium flux FluxOr; stronger effect = lower value | Q12809 | hit rate 0.37% among 340,000;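 active = maximum activity change below -70%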; note: % is set by controls: 0 for no effect and ±100 for the full control effect
Target sequence (Q12809 whole entry, looked up): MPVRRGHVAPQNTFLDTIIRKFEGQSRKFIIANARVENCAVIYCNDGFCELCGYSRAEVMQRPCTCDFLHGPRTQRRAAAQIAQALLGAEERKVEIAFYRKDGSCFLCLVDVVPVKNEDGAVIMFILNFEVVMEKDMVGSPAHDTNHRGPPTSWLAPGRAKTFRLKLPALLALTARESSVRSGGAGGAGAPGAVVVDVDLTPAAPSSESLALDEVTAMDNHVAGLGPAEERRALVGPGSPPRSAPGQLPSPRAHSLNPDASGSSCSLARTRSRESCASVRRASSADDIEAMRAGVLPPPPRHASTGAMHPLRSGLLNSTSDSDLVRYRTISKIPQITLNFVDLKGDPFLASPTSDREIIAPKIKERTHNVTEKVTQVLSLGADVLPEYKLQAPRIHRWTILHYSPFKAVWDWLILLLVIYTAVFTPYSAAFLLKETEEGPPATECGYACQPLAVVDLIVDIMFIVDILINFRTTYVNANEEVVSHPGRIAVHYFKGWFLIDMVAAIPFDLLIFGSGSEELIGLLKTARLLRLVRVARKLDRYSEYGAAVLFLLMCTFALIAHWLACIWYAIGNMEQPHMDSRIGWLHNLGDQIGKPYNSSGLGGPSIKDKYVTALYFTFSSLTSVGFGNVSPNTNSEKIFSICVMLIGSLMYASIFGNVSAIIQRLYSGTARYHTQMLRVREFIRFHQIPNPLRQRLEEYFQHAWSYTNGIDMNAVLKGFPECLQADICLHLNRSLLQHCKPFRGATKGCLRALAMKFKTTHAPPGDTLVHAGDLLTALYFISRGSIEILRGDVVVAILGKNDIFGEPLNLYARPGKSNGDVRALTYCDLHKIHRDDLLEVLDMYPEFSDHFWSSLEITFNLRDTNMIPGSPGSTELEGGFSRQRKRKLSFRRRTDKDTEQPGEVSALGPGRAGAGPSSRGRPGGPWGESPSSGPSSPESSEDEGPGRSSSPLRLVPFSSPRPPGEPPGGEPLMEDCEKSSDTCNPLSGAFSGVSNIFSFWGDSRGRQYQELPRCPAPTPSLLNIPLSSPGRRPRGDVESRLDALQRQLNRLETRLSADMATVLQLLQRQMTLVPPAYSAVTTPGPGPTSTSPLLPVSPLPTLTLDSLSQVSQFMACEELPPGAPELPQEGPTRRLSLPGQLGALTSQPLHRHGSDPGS
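U2OS cells transduced with wild-type KCNH2 virus are loaded with FluxOr dye for 45 min, and thallium flux is measured in kinetic reads before and after stimulation buffer. Rate constants are normalized to DMSO controls.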
An asterisk follows results filed as active; . = no result given; [ ] = dose if it differs, or a comment. Only part of the results is shown; count on the stated rates, not on these rows.

SMILES | S-ASM inh | KCNH2 WT inh
CN(C(=O)c1cccc(NC(=O)Cc2cccc(NC(=O)C3CCN(C(=O)C4CCCC4)CC3)c2)c1)C1CC1 | 5.4% | -9.4
CC(C)CN(C(=O)COC(=O)c1ccccc1SCC(=O)N1CCCC1)C1CCS(=O)(=O)C1 (stereo not given) | 12.5% | -7.2
O=C(c1cccc(Br)c1)N1CCN(c2ccccn2)CC1 | 0.5% | 11.5
CN(C(=O)C=Cc1ccccc1)c1ccccc1 | -2.8% | -3.8
Cc1cc(C)cc(NC(=S)NCc2ccc3c(c2)OCO3)c1 | 3.2% | 3.0
CCOC(=O)c1ccc(S(=O)(=O)N2CCC(C(=O)N3CCN(c4ccccc4OC)CC3)CC2)cc1 | -1.6% | 19.2
c1ccc(-c2ccncn2)cc1 | 0.1% | 1.9
COc1ccc(-c2cc(-c3ccccc3)nc(N)n2)c(O)c1 | -10.5% | 12.2
Nc1nc(Cl)nc2c1ncn2C1OCC(O)C(O)C1O (stereo not given) | -0.6% | -8.6
COc1ccccc1C(=O)C(=O)c1ccccc1OC | -1.4% | -3.4
CC(C)Sc1nnc2n(CCc3ccccc3)c(=O)c3c4c(sc3n12)COC(C)(C)C4 | -7.2% | 13.0
Cc1cc(=O)[nH]c(NN=Cc2c(Cl)cccc2Cl)n1 | 3.4% | 10.1

Five structures from above, sorted by length of the SMILES, low to high:
SMILES | S-ASM inh | KCNH2 WT inh
c1ccc(-c2ccncn2)cc1 | 0.1% | 1.9
COc1ccccc1C(=O)C(=O)c1ccccc1OC | -1.4% | -3.4
Nc1nc(Cl)nc2c1ncn2C1OCC(O)C(O)C1O (stereo not given) | -0.6% | -8.6
Cc1cc(C)cc(NC(=S)NCc2ccc3c(c2)OCO3)c1 | 3.2% | 3.0
CN(C(=O)c1cccc(NC(=O)Cc2cccc(NC(=O)C3CCN(C(=O)C4CCCC4)CC3)c2)c1)C1CC1 | 5.4% | -9.4

Complete entries, looked up by structure. Values in the order: S-ASM inh, KCNH2 WT inh
Profile of c1ccc(-c2ccncn2)cc1 → 0.1%, 1.9
Profile of CC(C)Sc1nnc2n(CCc3ccccc3)c(=O)c3c4c(sc3n12)COC(C)(C)C4 → -7.2%, 13.0
Profile of COc1ccc(-c2cc(-c3ccccc3)nc(N)n2)c(O)c1 → -10.5%, 12.2
Profile of O=C(c1cccc(Br)c1)N1CCN(c2ccccn2)CC1 → 0.5%, 11.5

Later entries
SMILES | S-ASM inh | KCNH2 WT inh
CCOc1ccccc1/C=N/NC(=O)c1nnn(-c2nonc2N)c1CN1CCCCCC1 | 3.9% | 2.8
O=C(COC(=O)c1c2c(nc3ccccc13)/C(=C\c1ccco1)CC2)NC1CCCC1 | 223.6%[activator] | -7.5
Fc1ccc(N2CCN(c3ncnc4c3nnn4Cc3ccccc3Cl)CC2)cc1 | -2.9% | 2.7
CCC(C)c1c(NS(=O)(=O)c2ccc(C)cc2)o[nH]c1=O (stereo not given) | -1.4% | 5.0
NC1=NN(c2c(Cl)cc(Cl)cc2Cl)C(=O)C1 | 0.7% | 2.0
O=C(c1ccccc1)C1(c2ccccc2)OC1c1ccccc1 (stereo not given) | -2.8% | 12.3
CCOC(=O)N1CCC2CC1c1cc(-c3cccc(OC)c3)ccc12 (stereo not given) | -2.0% | -115.5*
O=C(O)c1ccn[nH]1 | 1.7% | -5.4
CCOC(=O)c1ccc2[nH]c(C)c(CN3CCN(C)CC3)c(=O)c2c1 | 6.8% | -3.8
CCn1c(=O)c2c3c(sc2n2c(SCc4ccc(F)cc4)nnc12)CCCC3 | -2.3% | 5.9
Nc1nc2ccccc2n1/N=C/c1cccnc1 | -0.3% | 25.5
CCN(CC)S(=O)(=O)c1ccc(N2CCN(C)CC2)c(NC(=O)CN2C(=O)NC3(CCCCC3)C2=O)c1 | -1.8% | 1.6
C=CCOC(=O)C1=C[C@H](c2ccc3c(c2)OCO3)C[C@H](OCCCCO)O1 | 2.5% | 3.0
O=C1C[C@@H]2c3c(cccc3CN1Cc1ccccc1F)C[C@@H](O)[C@H]2O | 0.7% | -1.9
COCCN1CCN(C(=O)c2ccc3c(c2)S(=O)(=O)c2ccccc2C3=O)CC1 | 0.7% | 2.7
O=C(CNC1CCCCC1)Nc1cccc([N+](=O)[O-])c1 | -2.3% | -3.1
O=C(Cc1ccc(NC(=O)C2CCN(C(=O)CCc3ccccc3)CC2)cc1)Nc1ccc(C(=O)N2CCOCC2)cc1 | 2.4% | 3.5
CC(C)C(C)N(Cc1cccc(C(=O)O)c1)C(=O)c1ccc2ccccc2n1 (stereo not given) | -0.3% | -1.4
Nc1ccc2cccc(O)c2c1 | -2.9% | 4.4
CCC(=O)N1CCN(c2cc(N3CCCC3)c(F)cc2[N+](=O)[O-])CC1 | -0.5% | 0.7
CC1CCc2cccc3c(O)cc(=O)n1c23 (stereo not given) | 5.6% | -3.5
O=C(CN1CCN(S(=O)(=O)c2ccc(F)c(Cl)c2)CC1)N1CCc2ccccc2C1 | 1.6% | 13.2
CC(Oc1cccc2cccnc12)C(=O)N/N=C/c1ccc2c(c1)OCO2 (stereo not given) | -0.7% | 0.0
O=C1C(CN2CCCC2)CCCC1CN1CCCC1 (stereo not given) | 4.1% | -6.4
O=C(C(=Cc1ccccc1)CN1CCCCC1)c1ccccc1 | 3.3% | 2.1
O=c1c2ccccc2[nH]c(=S)n1CC1CCCO1 (stereo not given) | -0.6% | -0.1
COc1cc(O)c(C=Nc2ccccc2NS(=O)(=O)c2ccc(C)cc2)c(OC)c1 | -2.6% | -5.1
O=C(OCCOCn1cc(Br)c(=O)[nH]c1=O)c1ccccc1 | 3.3% | 0.5
COC(=O)c1ccc(NC(=O)c2ccccc2C(=O)Nc2ccc(C(=O)OC)cc2)cc1 | -2.6% | 17.0
COc1cc2[nH]c(O)c(C=O)c2cc1OC | 0.6% | -1.9
COc1cc(CCc2ccccc2)c(C(=O)O)c(O)c1CC=C(C)C | 8.8% | 5.0
O=[N+]([O-])c1ccccc1/C=N/NC1=NCCN1 | -4.2% | -2.3
C[C@H](O)[C@@H]1C(=O)N2CCc3ccc(N4CCN(C)CC4)cc3[C@@H]2C[C@@H]1N(C)C(=O)NC1CCCCC1 | 5.6% | 2.3
COC(=O)[C@]1(Cc2ccccc2)N[C@H](c2ccc(-c3cccc(Cl)c3)c(OC)c2)[C@@H]2C(=O)N(C)C(=O)[C@@H]21 | -1.1% | -25.6
COc1cc2sc3ccc(C#CC4(O)CCCCC4)cc3c(=O)c2cc1OC | . | 4.6
COc1ccccc1C1=NOC(C)(c2sc(-c3ccccc3)nc2C)C1 (stereo not given) | -1.9% | -1.2
Cc1nn(-c2ccccc2)c2c1CC(=O)Nc1ccccc1-2 | 1.3% | 10.0
COc1ccccc1-c1cccc([C@@H]2C[C@H]3[C@H](CON3C)CN2Cc2ccccc2)c1 | -0.6% | 2.8
O=C1CCCCC1(O)Cc1ccc2c(c1)OCO2 (stereo not given) | 0.3% | -4.6
COc1ccc(CNC(=O)C2(CC3CC(c4ccccc4)=NO3)CCN(C(=O)CCCCCBr)CC2)cc1 (stereo not given) | 0.4% | -112.5*
O=S(=O)(Nc1ccc(Cl)cc1NS(=O)(=O)c1ccccc1)c1ccccc1 | -4.5% | 1.3
CCC(C)c1nc2c(c(N3CCC3=O)c1-c1ccccc1)CCCC2 (stereo not given) | 5.1% | 0.4
COc1ccc(C(=O)NCCNC(=O)c2ccc(OC)cc2)cc1 | 0.8% | -0.3
CN1OC[C@@H]2CN(C(=O)CCc3ccccc3)[C@H](c3cccc(-c4ccccc4)c3)C[C@@H]21 | 3.0% | 3.4
COc1cc(C(=O)Nc2cc(S(=O)(=O)N3CCOCC3)ccc2N2CCN(C)CC2)cc(OC)c1OC | -0.9% | 4.4
Cc1ccc(-c2nc3ncccc3o2)cc1NC(=O)c1ccco1 | -1.0% | 7.3
CSc1nc(C)cc(OCCNS(=O)(=O)c2ccc(C)cc2)n1 | 1.9% | -0.2
CC1CCN(c2ccc3c(c2)S(=O)(=O)c2ccccc2C3=O)CC1 | 34.7%[activator] | -11.8
CS(=O)(=O)N1c2ccccc2[C@]2(Br)C[C@H]3C(=O)N[C@@H](Cc4ccccc4)C(=O)N3[C@H]12 | 7.5% | -3.1
O=C1CC(=C2c3ccccc3-c3ccccc32)C(=O)N1CCN1CCN(c2cccc(Cl)c2)CC1 | -7.2% | 0.2
C=C1CCN(c2ccc(C(=O)O)cc2[N+](=O)[O-])CC1 | 6.6% | 5.8
Cc1cc2c(cc1C)C(=O)C(=O)N2 | 1.1% | 13.6
Cn1ccnc1-c1nnn(-c2ccc(F)cc2)n1 | 4.2% | 3.2
COC(=O)C1N[C@@H]([C@@H](NC(=O)COc2ccccc2)C(=O)NCc2ccc(OC)cc2)SC1(C)C (stereo not given in full) | -2.3% | 2.3
COc1ccc(CCNCc2ccc(-c3ccccc3)cc2)cc1OC | -3.3% | -35.8
Nc1ncnc2c1ncn2-c1ccccc1Cl | 2.5% | 4.2
CC(C)C(=O)Nc1ccc(COc2ccccc2CN(Cc2ccccc2)C(=O)OC(C)(C)C)cc1 | -0.5% | -1.0
CC(C)OC(=O)c1ccc(NCc2cc(O)ccc2O)cc1 | -7.0% | 8.9
OCc1nc2ccccc2n1CCCCOc1ccccc1 | 0.1% | 0.8
O=C(CN1CCCCC1)NC1CCc2cc3c(cc21)CCC3 (stereo not given) | 2.1% | 3.4
Remaining list, next part:
SMILES | S-ASM inh | KCNH2 WT inh
CNc1nc(OCC(F)(F)F)nc(OCC(F)(F)F)n1 | -1.4% | -1.1
CC(C)Cn1cnc2c(SCc3ccccc3Cl)nc(N)nc21 | -7.8% | -10.0
CC1(c2ccccc2)NC(=O)N(CC(=O)N2CCN(S(=O)(=O)c3cccc(C(F)(F)F)c3)CC2)C1=O (stereo not given) | -1.1% | 3.6
CC(c1ccccc1)C(OC(=O)c1cccc([N+](=O)[O-])c1C(=O)O)c1ccccc1 (stereo not given) | 8.5% | -3.3
Cn1c(/C(C#N)=C(\O)c2ccccc2Cl)nc2ccccc21 | 4.2% | -18.0
CCOC(=O)C1C2C=CC(CC2)N1c1ccccc1 (stereo not given) | -1.0% | -9.0
Cn1cnc([N+](=O)[O-])c1S(=O)(=O)Oc1ccccc1 | 4.3% | -7.7
CCOc1ccc2[nH]cc(C(=O)N3CCN(C4CCCCC4)CC3)c(=O)c2c1 | 2.4% | -8.0
CC(C)[C@H](NC(=O)c1cccc(CN(Cc2ccccc2)C(=O)/C=C/c2ccccc2)c1)C(=O)O | -3.1% | -4.6
O=C(NNc1ccccc1)C(=O)NNc1ccccc1 | 7.6% | 7.4
CCCCOP(=O)(OCCCC)C1(C)CC(=O)CC(C)(C)C1 (stereo not given) | -2.9% | -5.0
CCOC(=O)Nc1ccc(S(=O)(=O)Nc2onc(C)c2C)cc1 | 5.3% | 0.8
Cc1ccc(S(=O)(=O)c2nc(-c3ccccc3Br)oc2N(C)C)cc1 | -0.7% | -2.8
NN=C1C(=O)c2cccc3cccc1c23 | -1.3% | 1.6
COc1nnc(-c2ccc(N3CCCCC3)c(NC(=O)COc3ccccc3)c2)c2ccccc12 | -2.6% | 0.3
CCOC(=O)C1Nc2ccccc2C2C(O)C(O)CC12 (stereo not given) | -2.5% | -3.9
Cc1ccc(S(=O)(=O)n2nc(OC(=O)c3ccco3)cc2N)cc1 | -3.4% | 8.5
COc1ccc(C(=O)NCC(C)NC(=O)c2ccc(OC)c(OC)c2)cc1OC (stereo not given) | 0.5% | -11.5
O=C(/C=C/c1ccc(F)cc1)N1CCN(Cc2ccccc2)CC1 | 1.1% | -2.4
COC(=O)c1ccccc1CC1Cc2cc3c(cc2C1=O)CCC3 (stereo not given) | -3.3% | -5.7
O=C(O)/C=C/C(=O)Nc1cccc2c1-c1ccccc1C2=O | 2.3% | -18.9
O=C(C1CCCCC1)N1CCC(c2nc3c(nnn3Cc3ccccc3Cl)c(=O)[nH]2)CC1 | -1.4% | 0.7
COc1ccc(NC(=O)C2CCOC2=O)cc1 (stereo not given) | 3.1% | -7.1
CC1CC=C(O)C12OCC(C)(C)CO2 (stereo not given) | 2.2% | -10.7
CC(=O)n1c(-c2ccccc2)c(-c2ccccc2)n(C)c1=O | -3.6% | -6.3
Cc1ccccc1CN1[C@@H](C(C)C)COCCS1(=O)=O | 7.8% | 0.7
CN(C(=O)c1cccc(NC(=O)Cc2ccc(NC(=O)C3CCN(C(=O)C4CCCCC4)CC3)cc2)c1)C1CC1 | -1.6% | 0.3
O=S(=O)(Nc1ccc(-c2ccccc2)cc1)c1ccccc1 | -11.6% | 0.2
Cc1ccc(S(=O)(=O)N2CCN(C(=O)CN3C(=O)NC(C)(c4ccc5ccccc5c4)C3=O)CC2)cc1 (stereo not given) | -0.3% | 4.3
COc1ccc(C(=O)OCC(O)COC(=O)c2ccc(OC)cc2)cc1 | -4.9% | 3.7
C#Cc1ccc([C@@H]2C=C(C(=O)NC3CC3)O[C@H](OCc3ccc(CO)cc3)C2)cc1 | 8.1% | 5.1
CN1CCN(S(=O)(=O)c2cccc(C(=O)Nc3cccc([N+](=O)[O-])c3)c2)CC1 | 0.3% | 6.8
O=C(O)C1(Nc2ccccc2)CCCC1 | 6.7% | 0.0
CC1CN(Cc2ccccc2)C(=S)N(c2ccccc2)C1=O (stereo not given) | 5.1% | -1.3
COc1ccc(C2=NOC(C)(c3nnc(-c4ccc(Cl)cc4)o3)C2)cc1 (stereo not given) | -7.5% | -1.4
O=C(CNC(=O)c1ccccc1)Oc1cccc(Cl)c1 | 1.7% | -1.1
Cc1cc(=O)oc2cc(Oc3ccc([N+](=O)[O-])cc3C(F)(F)F)ccc12 | -12.3% | -30.7
C/C(=C\C(=O)c1ccc(Br)cc1)NNC(=O)c1ccccc1 | -13.1% | 7.1
